A549 viability: counter-screen for Nrf2 inhibitors: cytotoxicity in A549 cells. A549 ARE-Fluc cells, CellTiter-Fluor viability, 18-24 h. Potency, µM (series often up to 46 µM), for inactives: at the highest dose activity change, negative = cytotoxicity, hits mostly inhibitors. 390,000 compounds, 0.16% hits. AID 504648; also: potency is read from the fitted curve at half-maximal effect; % is scaled to controls: 0 for no effect and ±100 for the full control effect
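A549 ARE-Fluc cells in 5% FBS OPTI-MEM, 5000 cells/well, rested 2 h then exposed to compounds in concentration-response for 18-24 h at 37 °C. Viability by CellTiter-Fluor fluorescence (Ex 405/Em 525) after 30 min; luciferase luminescence (BugLite, 15 min, RT) read afterwards.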
HepG2 viability: HepG2 cytotoxicity, counter-screen for TGF-b inhibitors | HepG2 CAGA-GFP viability, ATP luminescence, 18 h | Potency, µM (series often up to 46.1 µM), without a hit: at the top dose activity change, negative = cytotoxicity, usual class: cytotoxic | 410,000 compounds, 0.76% hits; also: potency is read from the fitted curve at half-maximal effect; some results filed as inactive show a strong effect at the top dose
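HepG2 CAGA-GFP cells (1000/well, DMEM with 1% FBS) received compound, then TGF-beta at 500 pg/mL final, and were incubated 18 hours at 37 degrees C. Viability was read by CellTiter-Glo luminescence. Media-only wells were set as complete cell-killing and DMSO as no toxicity.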
Nrf2 block: inhibitors of Nrf2 signaling. Potency, µM (series often up to 46 µM), for the others: at the top dose activity change, negative = inhibition, actives largely listed as inhibitors. 360,000 compounds, 2.1% hits. AID 504444. A549 ARE-Fluc reporter, luciferase luminescence, 18-24 h; also: potency is read from the fitted curve at half-maximal effect; % is scaled to controls: 0 for no effect and ±100 for the full control effect; nearly all actives have a fitted effect of over 60% in size
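A549 ARE_Fluc cells, 5000/well, 5% FBS OPTI-MEM; compounds in dose-response, 18-24 h at 37 °C/5% CO2; CellTiter-Fluor viability read (Ex 405/Em 525), then BugLite luciferase luminescence = Nrf2 activity.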
MmCpn inh: inhibitors of Methanococcus maripaludis chaperonin (MmCpn). purified Mm-Cpn ATPase, ADP Transcreener TR-FRET. Potency, µM (titrated, usually from 76.9 µM), for inactives: at the top dose activity, negative = inhibition, usual class: inhibitors. 330,000 compounds, 0.031% hits; also: potency is read from the fitted curve at half-maximal effect; % is scaled to controls: 0 for no effect and ±100 for the full control effect; nearly all actives have a fitted effect of over 80% in size
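Measured: ADP formation by purified Mm-CPN. Conditions: 25 nM protein, 10 uM ATP, Tris pH 7.4 with Mg2+, K+ and DTT, 37°C for 30 min. Detection: Transcreener HTRF after 30 min at room temperature.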
S2 tox: reduces viability in counter-screen for ATXN expression inhibitors | Potency, µM (series often up to 56.7 µM), most hits filed as cytotoxic | S2 cells (HEK-293 line with an ATXN2-luciferase reporter) viability, CellTiter-Fluor protease fluorescence, 24 h | 400,000 compounds, 0.49% hits; also: potency is read from the fitted curve at half-maximal effect; nearly all actives have a fitted effect of over 40% in size
TGFb SMAD3 inh: blocks TGF-b signaling. HepG2 CAGA-GFP TGF-b/SMAD3 reporter, GFP fluorescence, 18 h; TGF-beta stimulated, 500 pg/mL final. Potency, µM (doses to about 46.1 µM), without a hit: at the top dose activity, negative = inhibition, actives largely listed as inhibitors. 410,000 compounds, 1.2% hits. AID 588855; also: potency is read from the fitted curve at half-maximal effect; % is scaled to controls: 0 for no effect and ±100 for the full control effect; nearly all actives have a fitted effect of over 65% in size
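Smad-responsive CAGA-GFP expression was quantified in HEPG2 cells exposed to compounds and 500 pg/mL final TGF-beta for 18 h at 37 degrees C; unstimulated wells defined full inhibition.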
Nrf2 ARE act: activators of Nrf2 (ARE) signaling; AREc32 ARE-luciferase reporter (MCF7-derived line), luminescence, 24 h; Potency, µM (titrated, usually from 46.1 µM), for inactives: at the highest dose activation, actives largely listed as activators; 410,000 compounds, 0.31% hits; AID 624171; also: potency is read from the fitted curve at half-maximal effect; % of control where 0% means no effect; nearly all actives have a fitted effect of over 65% in size
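Steps: seed AREc32_Fluc cells (1000/well, 5% FBS OPTI-MEM); incubate overnight at 37 deg C; add 23 nL compound; incubate 24 hr; add Steady-Glo; hold 30 min RT; read luminescence.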
pAkt inh: Akt phosphorylation inhibition. Neuro2A IGF-stimulated pAkt S473 HTRF, 20 min; active compounds read low. activity change, % for hits at 50 µM. 360,000 compounds, 0.32% hits; in the data active = activity change below about -80%; inconclusive = mostly about -51% to -80%; also: % is scaled to controls: 0 for no effect and ±100 for the full control effect
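Single-point screen (50 µM final compound) in Neuro2A cells stimulated 20 min with 6 nM IGF at 37 deg C. After lysis, Ser473-phosphorylated Akt read by HTRF (ex 330 nm, em 615/665 nm) as the 665/615 ratio.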
CCT modulator: cytosolic chaperonin activity modulation | purified chaperonin ATPase assay, HTRF ADP detection, 30 min | activity change, % (concentration not given with the values), hits read low | 360,000 compounds, 0.3% hits; in the data active = activity change below about -30%; also: % is scaled to controls: 0 for no effect and ±100 for the full control effect
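TRiC (40 or 20 nM final, by batch activity) in 30 mM Tris pH 7.4, 100 mM KCl, 5 mM MgCl2, 1 mM DTT was treated with compound at 76 uM single dose, then 10 uM ATP, 30 min at 37 °C. ADP was read by HTRF Transcreener.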
Numbers without * were called inactive; i = inactive; ? = inconclusive; · = no result given. Unless noted, calls follow the shape of the dose curve; as a rule, active = well fitted curve in the direction sought with a large enough effect; inconclusive = small, poorly fitted or top-dose-only effect, or another doubt; inactive = no such curve, though single readings can be large; an effect the other way counts as inactive or inconclusive.

SMILES | A549 viability | HepG2 viability | Nrf2 block | MmCpn inh | S2 tox | TGFb SMAD3 inh | Nrf2 ARE act | pAkt inh | CCT modulator
S=c1[nH]nc(-c2ccccn2)n1/N=C/c1ccc(Cl)c(Cl)c1 | 0% | -16% | -10% | 1% | i | -25% | -0.4% | i | -0.3
COc1ccc(C)cc1NC(=O)CSc1ccc(-c2sc(C)nc2C)nn1 | -20% | 3% | 9.2µM* | 0% | ? | 0% | -0.4% | i | 0.4
Cc1cc(C)c(NC(=O)CCN2CCCCC2)c(C)c1 | -4% | 2% | 2% | · | i | 5% | 0.3% | · | ·
Cc1ccc(NC(=O)CCc2ccc(S(=O)(=O)N3CCOCC3)cc2)c(O)c1 | -5% | -3% | 20% | -2% | i | 4% | 4.4% | i | -1.7
O=C(O)C1C2CC2CN1C(=O)c1ccc(Cl)cc1 (stereo not drawn) | -5% | 7% | 3% | -2% | i | -1% | -0.7% | i | 1.8
CC(c1nc2ccccc2c(=O)[nH]1)N1CCOCC1 (stereo not drawn) | 3% | 9% | -17% | -1% | i | 2% | 4.7% | i | -0.1
Cc1ccc(-n2nc(C(=O)NCCN(C)C)c(=O)n(C)c2=O)cc1 | 0% | 2% | · | · | i | -12% | 0.5% | · | ·
CC(C)CC(OC(=O)c1nsc(Cl)c1Cl)C(=O)NCc1cccs1 (stereo not drawn) | 7% | 3% | -4% | -1% | i | 1% | -0.8% | i | -1.3
Cc1sc2nc(CC(=O)NN)[nH]c(=O)c2c1C | -5% | -9% | -7% | 2% | i | -5% | -0.6% | i | -2.4
COc1cccc(C(=O)Nc2ccccc2-c2nnc(-c3cccc(OC)c3)o2)c1 | -19% | -50% | ? | · | i | 12% | 0.3% | · | ·

Two consecutive records from above, for reference:
SMILES | A549 viability | HepG2 viability | Nrf2 block | MmCpn inh | S2 tox | TGFb SMAD3 inh | Nrf2 ARE act | pAkt inh | CCT modulator
S=c1[nH]nc(-c2ccccn2)n1/N=C/c1ccc(Cl)c(Cl)c1 | 0% | -16% | -10% | 1% | i | -25% | -0.4% | i | -0.3
COc1ccc(C)cc1NC(=O)CSc1ccc(-c2sc(C)nc2C)nn1 | -20% | 3% | 9.2µM* | 0% | ? | 0% | -0.4% | i | 0.4

Next structures follow.
SMILES | A549 viability | HepG2 viability | Nrf2 block | MmCpn inh | S2 tox | TGFb SMAD3 inh | Nrf2 ARE act | pAkt inh | CCT modulator
FC(F)(F)c1cc(Nc2nc3ccccc3c3nncn23)ccc1Cl | 0% | -96% | -2% | · | i | 18µM* | -0.1% | · | ·
CC1=CSC2=NC(=O)/C(=C\c3cccn3-c3ccc([N+](=O)[O-])cc3)C(=N)N12 | ? | -39% | ? | 7% | i | -15% | 0.5% | i | -0.2
Cc1cc(C)c(NC(=O)/C(=C/c2ccccc2)c2ccccc2)c(C)c1 | 5% | -11% | ? | 0% | i | ? | 0.2% | i | -18
O=C(COC(=O)c1cnccn1)NCCc1ccc(Cl)cc1 | 1% | -3% | ? | 2% | i | -5% | 0.2% | i | 1.8
CC(=O)NCCn1c(SCc2ccc(C)cc2C)nc2ccccc2c1=O | -7% | -23% | -27% | 0% | i | -4% | 0.5% | i | -0.3
Cc1cccc(Nc2nnc(SCC(=O)N(C)C3CCS(=O)(=O)C3)s2)c1C (stereo not drawn) | 11% | 0% | 7% | 0% | i | 3% | 0.2% | i | 1.1
CC(C)c1ccc(OCc2ccc(C(=O)NN3CCN(C)CC3)o2)cc1 | -5% | -20% | ? | -1% | i | 0% | 0.5% | i | -2.7
CCOC(=O)C1CCCN(S(=O)(=O)CCNC(=O)c2ccc3c(c2)OCO3)C1 (stereo not drawn) | 1% | 10% | -5% | -1% | i | 6% | -0.9% | i | -1.7
CC(C)OC(=O)N(C)C[C@@H]1OCc2cn(nn2)CCCC(=O)N([C@@H](C)CO)C[C@H]1C | · | 5% | · | · | i | 10% | -0.3% | i | 0.2
CC(C)(C)OC(=O)N[C@@H](COCc1ccccc1)C(=O)N[C@@H](CO)[C@H](O)[C@@H]1C[C@@H]1C(=O)N1CCCC1 | 0% | -1% | 3% | 1% | i | 1% | 1.9% | i | 0.5
O=C(Cn1nnc(-c2ccccc2)n1)N1CCN(S(=O)(=O)c2ccc(Cl)cc2)CC1 | -1% | -1% | -4% | 1% | i | -17% | -0.6% | i | 0.2
CCOc1ccc(S(=O)(=O)N2CCN(c3cc(Cl)ccc3Cl)CC2)c2ccccc12 | 2% | -21% | ? | · | i | 13% | -0.9% | · | ·
CC(C)CN(C(=O)COC(=O)C1=COCCO1)c1c(N)n(Cc2ccccc2)c(=O)[nH]c1=O | -2% | 8% | 3% | 0% | i | 6% | 0.6% | i | 0.7
O=C(NCc1ccncc1)c1cc2ccccc2nc1Cl | -1% | 3% | -16% | 1% | i | 9% | 0.0% | i | -7.8
CC(C)(C)c1nnc(NC(=O)C2CCN(C(=O)c3ccccc3)CC2)s1 | -1% | -21% | -29% | · | · | -20% | · | · | ·
Cc1ccc(S(=O)(=O)c2cc3c(=O)n4ccccc4nc3n(C3CCCC3)c2=N)cc1 | 4% | 2% | ? | 1% | i | 26% | 1.3% | i | -1.6
Cc1ccc(S(=O)(=O)N(CC(=O)N2CCC(C(N)=O)CC2)c2cccc(C(F)(F)F)c2)cc1 | -9% | -8% | 5% | 0% | i | -27% | -0.4% | i | 0.0
COCCCNC(=O)c1c(N)n(-c2ccc3c(c2)OCO3)c2nc3ccccc3nc12 | -12% | -34% | -27% | 1% | ? | 6% | -0.9% | i | -1.2
Nc1cccc(Oc2ccc([N+](=O)[O-])cc2)c1 | -1% | -14% | 13% | -4% | ? | -17% | -0.2% | i | -0.4
Cc1cccc(C)c1OCc1cc(C(=O)NCc2cn(C)nc2C)no1 | -10% | 10% | ? | -3% | i | -3% | 0.3% | i | -0.5
O=C(c1cn[nH]c1)c1cc(F)ccc1O | 1% | 3% | -19% | -2% | i | -1% | 0.2% | i | -0.5
CC(C)(C)c1cc(NC(=O)c2ccco2)n(-c2ccccc2)n1 | 1% | -1% | -1% | -4% | ? | -11% | -0.5% | i | 2.5
Cc1ccc(CCNC(=O)c2nn(C)c3c2CS(=O)(=O)c2ccccc2-3)cc1 | -2% | -9% | -16% | 1% | i | 0% | -1.6% | i | 0.8
CCCc1[nH]c2ccc(C#N)cc2c1CCC | ? | -115% | ? | 0% | · | 20µM* | 0.3% | i | -1.4
Cc1cc(C(=O)CCC(=O)N2CCN(S(=O)(=O)c3ccccc3)CC2)c(C)s1 | -5% | 0% | -4% | -4% | i | 1% | 2.8% | i | -1.3
Cn1c(SCC(=O)Nc2cc([N+](=O)[O-])ccc2F)nnc1C(F)(F)F | 0% | 2% | -25% | 2% | i | -9% | 4.8% | i | -6.7
CC1CCN(c2cc3c(cc2F)c(=O)c(S(=O)(=O)c2ccc(Cl)cc2)cn3C)CC1 | 15% | 12% | -24% | · | · | -19% | -0.9% | · | ·
COc1ccc(NC(=O)CSc2nncn2C)cc1 | 5% | 2% | ? | 1% | i | 6% | 4.1% | i | -3.3
CCCCC(=O)Nc1cccc(NC(=O)c2cccc([N+](=O)[O-])c2)c1 | 6% | 6% | ? | -2% | ? | -5% | -0.9% | i | 0.8
O=C(O)c1ccc(C(=O)O)c(C(=O)c2ccccc2)c1 | 0% | -1% | -1% | 2% | i | -9% | -0.5% | i | -0.5

Next part; the last 5 above are carried over.
SMILES | A549 viability | HepG2 viability | Nrf2 block | MmCpn inh | S2 tox | TGFb SMAD3 inh | Nrf2 ARE act | pAkt inh | CCT modulator
Cn1c(SCC(=O)Nc2cc([N+](=O)[O-])ccc2F)nnc1C(F)(F)F | 0% | 2% | -25% | 2% | i | -9% | 4.8% | i | -6.7
CC1CCN(c2cc3c(cc2F)c(=O)c(S(=O)(=O)c2ccc(Cl)cc2)cn3C)CC1 | 15% | 12% | -24% | · | · | -19% | -0.9% | · | ·
COc1ccc(NC(=O)CSc2nncn2C)cc1 | 5% | 2% | ? | 1% | i | 6% | 4.1% | i | -3.3
CCCCC(=O)Nc1cccc(NC(=O)c2cccc([N+](=O)[O-])c2)c1 | 6% | 6% | ? | -2% | ? | -5% | -0.9% | i | 0.8
O=C(O)c1ccc(C(=O)O)c(C(=O)c2ccccc2)c1 | 0% | -1% | -1% | 2% | i | -9% | -0.5% | i | -0.5
CCOC(=O)[C@H]1[C@H]2COc3cc(OC)ccc3[C@@H]2N2C(=O)c3cc(F)ccc3NC(=O)[C@@]12C | 0% | 5% | 1% | 0% | i | ? | 0.0% | i | -0.8
CCCCNC(=O)c1cnc2n(c1=O)CCS2 | 1% | -9% | -3% | 1% | i | 8% | -0.2% | i | -2.9
O=C(Nc1ccccc1)c1cc(C2CCCCN2S(=O)(=O)c2ccc(F)cc2F)on1 (stereo not drawn) | · | -29% | · | · | i | -15% | 4.4% | i | -0.9
COc1ccc(CCN(C)C(=O)c2cc(=O)c3ccccc3o2)cc1OC | 1% | 2% | ? | -3% | · | 1% | ? | i | 2.1
N#Cc1ccccc1NC(=O)C(=O)NCC(c1ccc2c(c1)OCO2)N1CCN(c2ccccc2)CC1 (stereo not drawn) | 7% | 0% | · | · | i | 7% | -0.5% | · | ·
COc1ccc(C2NC(=O)NC(C)=C2C(=O)Nc2cc(C)ccc2C)cc1OC (stereo not drawn) | -5% | 3% | 13% | 0% | ? | 5% | -0.5% | i | 1.2
COc1ccc(C(=O)Nc2cccc(-c3cn4ccsc4n3)c2)cc1OC | 5% | -24% | · | · | · | 3% | 5.9% | · | ·
CC(C)(C)NC(=O)C1CCN(S(=O)(=O)c2cccc3nsnc23)CC1 | -3% | 4% | -9% | 2% | i | 2% | -0.2% | i | -0.1

Compound activity deposited in PubChem BioAssay by National Center for Advancing Translational Sciences (NCATS).
